SMN2 splice up: increases expression of the SMN2 splice variant | HEK293 SMN2-luciferase splicing reporter, luminescence, 30-36 h | AID 1458 | 2.8% of 210,000 active | Potency, µM (highest dose often 46.1 µM), for the others: at the top dose activity change, positive = activation, most hits filed as activators; note: potency is the fitted concentration of half-maximal effect; % of control where 0% means no effect; nearly all actives have a fitted effect of over 55% in size
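HEK293 cells carry an SMN2 minigene-luciferase reporter in which exon 7 inclusion puts luciferase in frame. Cells were seeded at 2000 cells/well, attached for 10-12 hours, then exposed to compounds for 30-36 hours at 37C before ONE-Glo luminescence.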
CBFb-RUNX1 inh: inhibitors of human CBF-beta and RUNX1 interaction; 230,000 tested, under 10 active; AID 1477; AlphaScreen CBFb-His/RUNX1-biotin binding, biochemical; Potency, µM (series often up to 59.8 µM), without a hit: at the highest dose activity, negative = inhibition, actives largely listed as inhibitors; Q01196+Q13951; note: % of control where 0% means no effect
Target sequence (Q01196 whole entry, looked up): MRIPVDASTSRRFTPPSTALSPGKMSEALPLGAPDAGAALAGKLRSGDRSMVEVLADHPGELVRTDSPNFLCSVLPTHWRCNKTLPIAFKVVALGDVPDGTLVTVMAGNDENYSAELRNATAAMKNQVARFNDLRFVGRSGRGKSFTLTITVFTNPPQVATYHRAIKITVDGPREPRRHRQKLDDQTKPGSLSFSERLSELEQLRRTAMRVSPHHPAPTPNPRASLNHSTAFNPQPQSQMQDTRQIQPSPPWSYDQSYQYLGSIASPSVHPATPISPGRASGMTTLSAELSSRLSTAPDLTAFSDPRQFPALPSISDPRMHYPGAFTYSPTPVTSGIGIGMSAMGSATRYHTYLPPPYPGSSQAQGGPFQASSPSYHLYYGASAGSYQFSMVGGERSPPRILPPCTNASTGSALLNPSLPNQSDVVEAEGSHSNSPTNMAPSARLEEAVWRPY
Target sequence (Q13951 whole entry, looked up): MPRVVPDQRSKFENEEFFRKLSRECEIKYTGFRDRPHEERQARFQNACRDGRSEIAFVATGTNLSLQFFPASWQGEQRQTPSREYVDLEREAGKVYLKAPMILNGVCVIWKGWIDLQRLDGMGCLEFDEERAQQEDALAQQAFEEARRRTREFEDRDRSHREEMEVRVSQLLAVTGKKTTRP
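Read-out: AlphaScreen. Format: His-CBF-beta with biotinylated RUNX1 (30 nM each) preincubated 20 min, compound 15 min, Ni-chelate plus streptavidin beads 90 min; room temperature throughout.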
HttQ103 aggreg: mutant huntingtin aggregation inhibition; PC12 HttQ103-GFP aggregates, Acumen cytometry, 40 h; Potency, µM (top dose mostly 46.1 µM), inactives show top-dose activity change, negative = inhibition, actives largely listed as inhibitors; 1.1% of 220,000 active; note: potency is the fitted concentration of half-maximal effect; % is set by controls: 0 for no effect and ±100 for the full control effect; nearly all actives have a fitted effect of over 60% in size
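Multiplexed with ATP-based cell death, this channel scores GFP aggregates in PC12 cells expressing inducible HTTex1-Q103-GFP. Induction used 100 nM tebufenozide; compounds were tested in concentration series.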
Luc counter: counter-screen: inhibitors of Kinase-Glo firefly luciferase | Kinase-Glo luciferase, ATP luminescence, 8 min | Potency, µM (highest dose often 38.3 µM), for inactives: top-dose activity change, negative = inhibition, usual class: inhibitors | Q27757 | AID 1379 | 0.28% of 200,000 active; note: potency is the fitted concentration of half-maximal effect; % is set by controls: 0 for no effect and ±100 for the full control effect; nearly all actives have a fitted effect of over 60% in size
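Light output from Kinase-Glo luciferase with luciferin and 10 uM ATP in 50 mM imidazole pH 7.2, KCl, MgCl2, Tween 20, BSA; compound pin-delivered, 8-min ambient incubation, then luminescence read.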
IMPase Li inh: membrane-permeable IMPase blocker, potentiated with lithium | CHO-M1 cells, IP1 TR-FRET (IP-One), carbachol + lithium | Potency, µM (top dose mostly 59.4 µM), inactives show top-dose activity, negative = IMPase inhibition, usual class: inhibitors | 0.35% of 210,000 active;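 note: IP1 builds up when IMPase is blocked and the TR-FRET signal falls; potency is the fitted concentration of half-maximal effect; plate controls were basal vehicle for no effect and high inhibitor control for full effect; nearly all actives have a fitted effect of over 50% in size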
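Readout is a homogeneous TR-FRET IP1 immunoassay (Ex 320, Em 665 and 620), where raised cytosolic IP1 lowers signal. Cells were CHO-M1 treated 30 min at 37C with test compounds plus a little lithium; AC50 values came from Hill-equation fitting.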
Lamin A splicing: LMNA splicing modulation. AID 1487. 0.01% of 200,000 active. Potency, µM (highest dose often 46.1 µM), for inactives: top-dose ratio change, negative = inhibition, most hits filed as inhibitors. HeLa LMNA splicing GFP/RFP minigene ratio, 48 h; active = well fitted inhibition curve with a large enough effect in the signal ratio, with a control signal flat, not every such curve was filed as active; inconclusive = small, poorly fitted or top-dose-only effect, or effect the other way, or a change in a side signal; the % refers to the signal ratio; note: potency is the fitted concentration of half-maximal effect; % is set by controls: 0 for no effect and ±100 for the full control effect
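S3 HeLa stable clones carrying a lamin A-EGFP splicing minigene plus DsRed2 were seeded at 600 cells/well in Opti-MEM with 2% FBS, pin-dosed and incubated 48 h at 37°C. Acumen cytometry (488 nm) gave the GFP/RFP total-intensity ratio.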
HTT ATP protect: protects HTT-Q103 PC12 cells, measured by ATP. PC12 HTT-Q103 induced, cytoprotection, ATP luminescence, 40 h. Potency, µM (doses to about 56.4 µM), for the others: cytoprotection (ATP increase), actives largely listed as activators. 0.14% of 230,000 active;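 note: potency is the fitted concentration of half-maximal effect; % of control where 0% means no effect; nearly all actives have a fitted effect of over 45% in size; toxic huntingtin expression switched on by the ecdysone agonist tebufenozide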
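PC12 cells stably carrying ecdysone-inducible Htt exon 1 (Q103)–GFP were induced with 100 nM tebufenozide (final) alongside library compounds in a dose series. Cytoprotection was scored as retained ATP by ATPlite luminescence.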
The depositor's hits bear a star; ? = inconclusive; . = not tested or not shown; & = joins results of further samples; [ ] = remark or other dose. Unless noted, calls come from the whole dose curve; as a rule, active = well fitted curve in the direction sought with a large enough effect; inconclusive = small, poorly fitted or top-dose-only effect, or another doubt; inactive = no such curve, though single readings can be large; an effect the other way counts as inactive or inconclusive.

molecule	SMN2 splice up	CBFb-RUNX1 inh	HttQ103 aggreg	Luc counter	IMPase Li inh	Lamin A splicing	HTT ATP protect
Cc1nnc(SCCN2C(=O)c3ccccc3C2=O)[nH]c1=O	.	5.2%	-1.0%	2.8%	24.6%[38.3 µM]	4.7%	4.4%
O=C(NC(=S)NNC(=O)[C@H]1C[C@@H]1c1ccccc1)c1cccc(F)c1	.	2.8%	7.5%[9.22 µM]	.	.	.	18.6%[10 µM]
CN(C)c1ccc(C(=O)c2ccc(N(C)C)c(N)c2)cc1N	-0.4%	-25.7%	-2.1%	-1.0%	4.6%[38.3 µM]	-10.3%	-10.1%
COc1ccc(C2C(C#N)=C(N)Oc3c2c(-c2ccccc2)nn3-c2ccccc2)c(OC)c1OC (centres undefined)	-16.7%	1.7%	?	0.9%	9.6%	?	32.6%[10 µM]
Cc1ccc(NC(=O)Cn2nc([N+](=O)[O-])c(Br)c2C)cc1C	-16.8%	-4.3%	8.0%	-0.6%	-2.7%[38.3 µM]	10.4%	?
COC(=O)/C=C/c1cccc([C@H]2[C@@H]3C=CC[C@@H](C)[C@@H]3C(=O)N2Cc2ccccc2)c1	.	8.2%	.	-2.0%[39.9 µM]	17.5%	.	.
CC(C)CCNC(=O)CCCOc1ccccc1	0.6%	-2.1%	-6.2%	13.5%	-3.5%[38.3 µM]	0.9%	-7.1%
c1ccc(-c2nc3ccccn3c2NC2CCCC2)nc1	-29.6%	-1.5%	9.3%[9.22 µM]	2.6%	13.4%	.	12.6%[10 µM]
Cc1cc(C(F)(F)F)nc(Nc2nc(C)c3ccccc3n2)n1	8.8%	-1.3%	-2.2%	0.7%	9.0%[38.3 µM]	-8.7%	-23.0%[0.074 µM]
O=C(CCCc1nc2ccccc2s1)NCc1ccccc1	10.1%	10.2%	-28.9%	3.1%	-1.6%	7.3%	.
O=C1C(CCCNC(=S)NCc2ccccc2)NC(=S)N1Cc1ccccc1 (centres undefined)	-0.1%	-4.2%	8.1%	-2.2%	6.9%	-0.9%	11.0%[10 µM]
COc1ccc(S(=O)(=O)NCC2CCCN(C(=O)c3ccccc3)C2)cc1 (centres undefined)	.	4.9%	3.9%[9.22 µM]	2.6%	2.6%	.	-31.1%[10 µM]
O=C(NCc1ccccc1)c1ccc2c(c1)C(=O)N(Cc1ccncc1)C2=O	4.8%	3.2%	28.0%	-1.1%	2.8%[38.3 µM]	6.3%	-1.3%
CC1CCN(C(=O)c2ccc(CSc3ccc(Cl)cc3)cc2)CC1	-54.8%[inhibitor]	8.0%	-16.9%	-1.4%	19.0%	?	4.6%[10 µM]
CCOC(=O)C1CCN(CCC(=O)Nc2cccc(Cl)c2C)CC1	-13.3%	?	7.4%	-3.1%	-9.5%[38.3 µM]	-7.9%	5.2%

In the list so far, two contain an aryl thioether with sulfur outside any ring.
molecule	SMN2 splice up	CBFb-RUNX1 inh	HttQ103 aggreg	Luc counter	IMPase Li inh	Lamin A splicing	HTT ATP protect
Cc1nnc(SCCN2C(=O)c3ccccc3C2=O)[nH]c1=O	.	5.2%	-1.0%	2.8%	24.6%[38.3 µM]	4.7%	4.4%
CC1CCN(C(=O)c2ccc(CSc3ccc(Cl)cc3)cc2)CC1	-54.8%[inhibitor]	8.0%	-16.9%	-1.4%	19.0%	?	4.6%[10 µM]

Continuation.
molecule	SMN2 splice up	CBFb-RUNX1 inh	HttQ103 aggreg	Luc counter	IMPase Li inh	Lamin A splicing	HTT ATP protect
Cc1ccc(NC(=O)Cn2nc(C)c(S(=O)(=O)N(C)C)c2C)cc1	7.2%	7.0%	6.7%	-0.3%	-2.0%	?	6.4%
O=C(Nc1cc(Cl)ccc1N1CCCCC1)c1cccs1	14.6%	-0.6%	-4.9%	-2.8%	48.8%[activator][38.3 µM]	9.8%	12.9%
Cc1ccc2c(N)c(C(=O)c3ccccc3)sc2n1	.	25.2%	-32.5%[9.22 µM]	.	.	.	-16.9%[10 µM]
Cc1ccc(-c2cn3cccnc3n2)cc1NC(=O)c1c(-c2ccccc2Cl)noc1C	11.5%	0.0%	24.6%	-1.6%	-21.2%[38.3 µM]	12.6%	-25.1%
Cc1ccnc(NC(=O)CCC2COc3ccccc3O2)c1 (centres undefined)	18.1%	1.8%	15.8%	2.2%	20.5%[38.3 µM]	10.5%	5.1%
O=C(Cc1ccc(F)cc1)NCCc1ccc(F)cc1	-1.2%	-0.4%	3.9%	-4.4%	3.0%[38.3 µM]	-2.1%	12.3%[10 µM]
CCC(c1nnnn1C(C)(C)CC)N(CCCO)Cc1cc2cccc(C)c2[nH]c1=O (centres undefined)	-17.9%	1.1%	28.4%	-2.3%	9.3%[38.3 µM]	-3.1%	-27.8%[10 µM]
O=C1NC(c2cc3c(cc2Cl)OCO3)Oc2ccccc21 (centres undefined)	0.0%	8.6%	1.5%	-2.0%	6.6%[38.3 µM]	3.2%	-21.1%
Cc1ccc(C(=O)Nc2c(C(=O)N3CCOCC3)cnn2-c2ccccc2)cc1	11.1%	3.4%	18.1%	1.1%	-9.0%[38.3 µM]	-9.0%	-10.4%[10 µM]
C/C(=N\O)c1c(O)cc(-c2ccccc2)n(-c2ccccc2)c1=O	.	3.1%	-2.0%[9.22 µM]	.	.	.	9.1%[10 µM]
C/C(=N\Nc1nccnc1Cl)c1ccc(F)cc1	.	0.3%	-8.3%[9.22 µM]	?	1.9%	.	-0.6%[10 µM]
COc1ccc2oc(=O)c(C(=O)NCC3CCCO3)cc2c1 (centres undefined)	14.4%	6.4%	3.4%	-6.9%	-15.1%[38.3 µM]	2.9%	-1.4%
COc1ccc(CCNC(=O)c2cc(C3CC3)on2)cc1OC	.	5.7%	4.6%[9.22 µM]	.	.	.	12.3%[10 µM]
O=C(O)Cc1ccc(NC(=O)c2ccc(Cl)c(Cl)c2)cc1	12.2%	6.0%	-1.7%	0.7%	-4.8%	-1.0%[46 µM]	-72.0%[inhibitor]
COc1ccc(N2C(=O)C3C(C2=O)C2C=CC3C23CC3)c([N+](=O)[O-])c1 (centres undefined)	8.3%	1.2%	-3.8%	7.3%	-5.4%	9.5%[46 µM]	-23.3%
O=C(NCc1ccco1)c1ccc(NS(=O)(=O)c2cccc([N+](=O)[O-])c2)cc1	7.0%	-3.7%	4.2%[9.22 µM]	0.2%	5.4%	.	-5.0%[10 µM]
CCOc1ccc(S(=O)(=O)Nc2ccc(S(=O)(=O)Nc3cc(OC)ccc3OC)cc2)cc1	0.5%	-7.1%	7.3%	-1.9%	27.7%[38.3 µM]	20.0%	28.0%
C/C(CC(=O)Nc1ccc(Cl)c(C(F)(F)F)c1)=N\NC(=O)c1cc2ccccc2cc1O	-1.6%[1.84 µM]	-0.7%	?	-0.9%	-0.2%	?	-21.6%[10 µM]
O=c1[nH]c2ccccc2nc1CCc1ccccc1	?	-13.4%	?	-2.0%	3.1%	7.9%[46 µM]	-45.1%[inhibitor]
O=C(CN1C(=O)NC2NC(=O)NC21)N/N=C/c1ccc(F)cc1 (centres undefined)	6.5%	4.0%	?	0.2%	8.8%	1.4%[46 µM]	-30.6%
COc1ccc2cc3cc(C(=O)NCCCN4CCOCC4)oc3nc2c1	-23.5%	2.9%	-3.3%	-2.7%	-23.7%[38.3 µM]	19.2%	-29.7%
COc1cccc(C(=O)O/N=C(\N)c2ccc([N+](=O)[O-])cc2)c1OC	?	2.8%	20.5%	-4.1%	-1.9%[38.3 µM]	?	-20.2%
CCOC(=O)C1=NN(C(=O)Cc2ccccc2)C(O)(c2ccc(Cl)cc2)C1 (centres undefined)	-1.6%	-0.8%	-7.8%	2.6%	17.7%	3.7%	8.9%[0.074 µM]
CCSc1nnc(NC(=O)COc2cccc3ccccc23)s1	-20.2%	0.9%	3.3%	19.0%	-3.6%[38.3 µM]	8.4%	-1.5%
O=CNCC(=O)NC1CCCCCC1	-8.7%	7.5%	12.7%	9.6%	-4.3%[38.3 µM]	?	-12.2%
CCOc1ccc(/C=N/NC(=O)CC(=O)NCc2ccccc2)cc1	-9.2%	5.8%	-1.1%[9.22 µM]	6.3%	-3.0%	?	-8.1%[10 µM]
CCOC(=O)NC(=O)/C(C#N)=N\Nc1cccc(Cl)c1	.	-1.0%	10.2%[9.22 µM]	.	.	.	5.9%[10 µM]
COc1ccc(OC)c(C2=NOC(C(=O)Nc3cccc(C(C)=O)c3)C2)c1 (centres undefined)	-17.4%	-1.4%	-1.6%	-5.0%	8.0%[38.3 µM]	-1.8%	-4.6%
Cc1ccc(COC(=O)c2ccc3c(c2)C(=O)N(CCCN2CCOCC2)C3=O)cc1	-3.8%	-4.1%	11.0%	0.3%	8.8%	-12.1%[46 µM]	?
CCc1ccc(NC(=O)c2cc3c(C)nc4ccccc4c3o2)cc1	-77.6%[inhibitor]	0.5%	0.9%	4.8%	11.9%	.	.
O=C1c2cccc(O)c2C(=O)c2c(O)cccc21	-41.9%&1.7%&-4.0%[inhibitor]	-28.2%	?	-1.6%&0.4%	-5.9%&-3.9%&-11.9%	?	-19.9%
CN1C(=O)NC(NS(=O)(=O)c2ccc(N)cc2)(C(F)(F)F)C1=O (centres undefined)	-6.7%	?	26.4%	6.2%	-4.2%	-3.0%[46 µM]	-12.1%[10 µM]
Cc1ccc(S(=O)(=O)C(C#N)=C2N(C)c3ccccc3N2C)cc1	-2.2%	-5.3%	3.0%	0.5%	2.6%	.	-31.0%

Single entries from the results shown.
HTT ATP protect result of `O=C(NCc1ccco1)c1ccc(NS(=O)(=O)c2cccc([N+](=O)[O-])c2)cc1` stands at -5.0%[10 µM]
Lamin A splicing result of `CN1C(=O)NC(NS(=O)(=O)c2ccc(N)cc2)(C(F)(F)F)C1=O` (centres undefined) stands at -3.0%[46 µM]
HttQ103 aggreg result of `Cc1ccc(COC(=O)c2ccc3c(c2)C(=O)N(CCCN2CCOCC2)C3=O)cc1` stands at 11.0%

High-throughput results as filed in PubChem.
